Bioassay records deposited in PubChem by Sanford-Burnham Center for Chemical Genomics.
CXCR6 block – blocks human CXCR6 beta-arrestin recruitment; AID 602244; O00574; inhibition, % at 20 µM; 360,000 tested, 0.36% active; CHO-K1 PathHunter CXCR6 beta-arrestin, luminescence; in the data active = inhibition above about 34%, passing the limit was not always enough;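 note: antagonist mode with CXCL16 agonist at 10 nM final; 0% = 10 nM CXCL16 with DMSO and 100% = unstimulated wells without agonist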
Target sequence (O00574 whole entry, looked up): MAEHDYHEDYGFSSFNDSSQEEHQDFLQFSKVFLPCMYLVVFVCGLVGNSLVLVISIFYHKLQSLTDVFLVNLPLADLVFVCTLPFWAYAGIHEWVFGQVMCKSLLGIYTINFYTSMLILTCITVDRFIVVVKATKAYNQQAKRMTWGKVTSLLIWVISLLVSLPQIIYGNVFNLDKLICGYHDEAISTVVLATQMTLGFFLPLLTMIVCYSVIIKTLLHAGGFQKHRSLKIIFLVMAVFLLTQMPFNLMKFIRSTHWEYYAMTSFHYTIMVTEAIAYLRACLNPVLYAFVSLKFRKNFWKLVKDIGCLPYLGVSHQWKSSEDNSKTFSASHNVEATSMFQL
ATG4B inhibitor – blocks human ATG4B protease cleavage of LC3 substrate | Q9Y4P1 | ATG4B cleavage of LC3-PLA2, NBD-HPC fluorescence, 1 h | inhibition, % at 8.33 µM | 340,000 tested, 0.51% active | AID 504462; in the data active = inhibition above about 40%
Target sequence (Q9Y4P1 whole entry, looked up): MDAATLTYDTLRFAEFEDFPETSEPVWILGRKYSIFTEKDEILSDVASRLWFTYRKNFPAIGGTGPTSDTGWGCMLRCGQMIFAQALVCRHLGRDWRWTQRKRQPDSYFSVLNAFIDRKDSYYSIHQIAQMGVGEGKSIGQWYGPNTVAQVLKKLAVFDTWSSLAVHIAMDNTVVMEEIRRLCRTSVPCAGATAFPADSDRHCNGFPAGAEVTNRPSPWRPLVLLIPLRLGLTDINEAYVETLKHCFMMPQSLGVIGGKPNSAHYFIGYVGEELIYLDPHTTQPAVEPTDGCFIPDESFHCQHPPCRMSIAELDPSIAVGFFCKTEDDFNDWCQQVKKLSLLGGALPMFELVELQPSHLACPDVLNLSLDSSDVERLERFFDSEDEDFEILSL
APJ ag – activates the human apelin receptor APJ; 330,000 tested, 0.11% active; activation, % at 20 µM; P35414; AID 2520; CHO-K1 APJ PathHunter beta-arrestin, luminescence; 0% DMSO wells, 100% apelin;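 active = activation more than six SD over the plate average, tested at 20 µM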;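 note: 0% = DMSO alone and 100% = apelin-13 at 10 nM; some results filed as inactive read as strong as hits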
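Test system – PathHunter CHO-K1 APJ (AGTRL-1) beta-arrestin reporter cells · Input – 1000 cells/well · Compound – single test compound dose, 20 µM final, 1% DMSO · Times – compound stimulation 90 min at 25 °C, detection 60 min · Technique – beta-gal luminescence · Read-out basis – APJ–arrestin association signal · Control set – negative DMSO alone, positive Apelin-13 at 10 nM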
APJ antag – APJ receptor antagonism. CHO-K1 APJ beta-arrestin complementation, luminescence. inhibition, % at 20 µM. AID 2521. 330,000 tested, 0.32% active;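 active = inhibition above about 40% at 20 µM, limit read from the data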;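 note: cells challenged with 10 nM apelin-13 agonist together with compound; plate controls were apelin-13 plus DMSO wells for no effect and DMSO wells lacking apelin-13 for full effect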
UBC13 polyUb – human UBC13 polyubiquitination inhibition; UBC13 polyubiquitin chain formation, TR-FRET; inhibition, % at 20 µM; 330,000 tested, 0.47% active; in the data active = inhibition above about 45%, passing the limit was not always enough; inconclusive = no clear call, values can overlap the other calls
Gli-Sufu block – Gli-Sufu pathway antagonism; Sufu-KO-LIGHT fibroblasts, Gli luciferase reporter luminescence; inhibition, % at 5 µM; 340,000 tested, 0.74% active;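 active = inhibition above about 55%, limit read from the data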;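 note: 0% = DMSO-treated cells and 100% = wells with medium but no cells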
EBI2 block – blocks human EBI2 receptor beta-arrestin signaling; P32249; EBI2 beta-arrestin recruitment, luminescence, 7a,25-OHC stimulated; inhibition, % at 5 µM; 360,000 tested, 0.81% active; in the data active = inhibition above about 38%;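 note: enzyme fragment complementation signal reports receptor beta-arrestin coupling in cells; 0% = agonist plus DMSO wells and 100% = wells without agonist; some results beyond the cut were filed as inactive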
Target sequence (P32249 whole entry, looked up, the tested form may be a part): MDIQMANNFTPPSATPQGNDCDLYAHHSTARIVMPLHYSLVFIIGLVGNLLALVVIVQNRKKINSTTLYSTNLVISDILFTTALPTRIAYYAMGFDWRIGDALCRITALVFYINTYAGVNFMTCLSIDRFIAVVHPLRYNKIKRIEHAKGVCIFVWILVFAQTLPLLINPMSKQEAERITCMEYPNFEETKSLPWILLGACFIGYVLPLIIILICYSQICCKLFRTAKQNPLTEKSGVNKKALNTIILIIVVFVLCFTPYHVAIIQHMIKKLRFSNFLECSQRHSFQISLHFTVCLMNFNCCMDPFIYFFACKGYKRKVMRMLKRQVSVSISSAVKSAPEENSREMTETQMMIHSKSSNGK
CCR6 antagonist – CCR6 (human) receptor antagonism. P51684. CHO-K1 CCR6 PathHunter beta-arrestin, luminescence, CCL20-stimulated. inhibition, % at 20 µM. 340,000 tested, 0.49% active. AID 493098;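 active = compounds whose inhibition of the agonist-driven luminescence signal at 20 µM reaches about 50%, limit read from the data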;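 note: cells stimulated with CCL20 at 14 nM final; plate controls were DMSO with CCL20 for no effect and DMSO without agonist for full effect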
* = called active by the depositor; ? = inconclusive; . = no result given.

SMILES | CXCR6 block | ATG4B inhibitor | APJ ag | APJ antag | UBC13 polyUb | Gli-Sufu block | EBI2 block | CCR6 antagonist
S=C(NCCc1ccc(Cl)cc1)NCc1ccccc1 | -4 | 64* | 1 | 22 | 5 | -13 | 7 | 5
CCCCNc1c(-c2ccc(OC)c(SC(C)CC)c2)nc2cnccn12 (centres undefined) | -8 | 8 | . | . | . | -9 | 7 | -4
O=C(O)c1ccc(F)c(S(=O)(=O)Nc2ccccc2)c1 | -3 | 3 | -4 | 19 | 4 | -4 | -11 | 2
Cc1ccc(S(=O)(=O)N2CCOCC2)cc1NC(=O)CSc1ccc(Cl)cc1 | -4 | -7 | -3 | 15 | 0 | 0 | -1 | 8
CC1CCCCN1C(=O)COc1ccccc1F (centres undefined) | 1 | -2 | -2 | 5 | 0 | -10 | 8 | -17
Cc1ccc(Cn2c(=S)[nH]c3ccc(N4CCOCC4)cc3c2=O)o1 | 4 | -3 | 2 | 14 | 2 | -5 | -3 | 10
N#Cc1nc(COc2ccccc2F)oc1NCCc1ccccc1 | -6 | 1 | 0 | 8 | 7 | -30 | 34 | 14
COc1ccc(-c2cc(C(=O)N3CCN(Cc4ccccc4)CC3)no2)cc1OC | -12 | -1 | -2 | -27 | 5 | 5 | -18 | -8
CN(C)C1=NCCN1CC1CCCCC1 | 6 | 9 | -1 | 7 | 3 | -6 | 5 | 1
Cc1cc(C)c(NC(=O)c2ccccc2C(=O)c2ccccc2)c(C)c1 | -1 | -4 | -4 | 6 | 3 | -11 | 10 | 12
N/C(Cc1nc(-c2ccc(Cl)cc2)cs1)=N/O | -19 | -3 | 4 | -8 | 4 | -6 | -8 | -13
COC(=O)c1ccc(S(=O)(=O)N2CCc3ccccc32)cc1 | -21 | -1 | 2 | 1 | 0 | 2 | -4 | 14
CCN(CC)S(=O)(=O)c1cccc(C(=O)NC(C)C(c2cccs2)N2CCCC2)c1 (centres undefined) | -3 | -6 | -4 | 9 | 6 | 23 | 6 | -5
CNc1ccc(S(=O)(=O)NCC(=O)OC(C)C(=O)N(C)Cc2ccccc2)cc1[N+](=O)[O-] (centres undefined) | -3 | -6 | -5 | 14 | -16 | -2 | -2 | 8
Cc1cccc(NC2(C(=O)O)CCCC2)c1 | 3 | 3 | . | . | . | -22 | -2 | 4
COc1ccccc1N1CCN(C(=O)c2cccc(Oc3ccccc3)c2)CC1 | 2 | 2 | -2 | 0 | 11 | 4 | 0 | 7
Cc1ccc(NC(=O)c2ccc(NCCCN3CCOCC3)c([N+](=O)[O-])c2)cc1Cl | 4 | -16 | 0 | 22 | 10 | 15 | 19 | 15
CC(C)Cn1c(N)c(C(=O)COC(=O)c2cccc(F)c2)c(=O)n(C)c1=O | -4 | -2 | . | . | . | 7 | 7 | 20
C=CCn1c(Oc2cccc(C)c2)nc2c1c(=O)n(C)c(=O)n2C | -6 | -6 | -4 | -2 | 15 | -5 | -1 | 12
COC(=O)C1=C(C)N(C)C(=S)NC1c1ccccc1 (centres undefined) | -2 | 14 | -1 | -6 | 5 | -3 | -10 | -5
Cc1cccc(C(=O)NNC(=O)C2CCN(C(=O)OC(C)(C)C)CC2)c1 | 0 | -7 | -4 | 0 | -5 | 4 | 4 | 6
Cc1cccc(C)c1N(Cc1ccccc1F)S(C)(=O)=O | 5 | 2 | 0 | 9 | 2 | 4 | 0 | 13
CCOc1ccc(NC(C(=O)Nc2cccc(C(C)=O)c2)c2ccccc2)cc1 (centres undefined) | 4 | -3 | -3 | 8 | 2 | -9 | 14 | 18
COc1cc2c(cc1OC)CN(S(=O)(=O)c1cccc(F)c1)CC2 | 0 | -12 | -1 | -16 | 4 | 13 | -12 | -2
COc1ccc(C2CC(=O)c3cnc(NC(=O)c4cccc(OC)c4)nc3C2)cc1 (centres undefined) | 6 | -11 | -2 | 8 | -1 | -5 | -11 | 12
O=c1cc(-c2ccccc2)nc2nc(SCc3ccccc3)[nH]n12 | -1 | 16 | 8 | 3 | -17 | 11 | -3 | 1
O=C(O)/C(=C\c1ccc(-c2ccc(F)cc2)o1)c1ccccc1 | -7 | 2 | . | . | . | 2 | 2 | 7
CC1=C(C(=O)O)N2C(=O)C(NC(=O)c3nn(C)cc3[N+](=O)[O-])C2SC1 (centres undefined) | -4 | -2 | -2 | 25 | 5 | 0 | -8 | -10
C[C@H](CO)N1C[C@H](C)[C@@H](CN(C)S(=O)(=O)c2ccccc2)Oc2ccc(NC(=O)NC3CCCCC3)cc2C1=O | -9 | 31 | -1 | 4 | 12 | -3 | -2 | 7
COc1cc(-c2cc(=O)c3c(O)c(OC)c(OC)cc3o2)cc(OC)c1O | 0 | -3 | -4 | -13 | 49* | -23 | 1 | 19
CC(=O)c1ccc(-c2cccc(-c3nc4ccccn4c3NC3CCCCC3)c2)cc1 | -1 | 4 | 7 | -22 | 12 | 8 | -29 | 8
O=C(COc1ccccc1)c1cn(CC(=O)N2CCOCC2)c2ccccc12 | 3 | -14 | -3 | 10 | 0 | 11 | 5 | -3
CCCc1nnc(SCC(=O)O)n1/N=C/c1ccc2c(c1)OCO2 | -6 | 14 | -3 | 13 | ? | -4 | 4 | -10
C=CCn1c(=O)c(C(=O)Nc2cc(C)ccn2)c(O)c2ccccc21 | -12 | 4 | 0 | -18 | -4 | 24 | -5 | -4
CN(CC(=O)Nc1cccc(S(=O)(=O)N2CCCC2)c1)CC(=O)Nc1ccc(F)c(F)c1F | 4 | -9 | . | . | . | 12 | -7 | 14
Cc1cc(C(=O)OCC(=O)Nc2cc(S(=O)(=O)N(C)C)ccc2Cl)c2ccccc2n1 | 2 | 0 | -3 | 13 | -2 | 1 | -4 | 4

Molecules above containing an aryl thioether with sulfur outside any ring:
SMILES | CXCR6 block | ATG4B inhibitor | APJ ag | APJ antag | UBC13 polyUb | Gli-Sufu block | EBI2 block | CCR6 antagonist
CCCCNc1c(-c2ccc(OC)c(SC(C)CC)c2)nc2cnccn12 (centres undefined) | -8 | 8 | . | . | . | -9 | 7 | -4
Cc1ccc(S(=O)(=O)N2CCOCC2)cc1NC(=O)CSc1ccc(Cl)cc1 | -4 | -7 | -3 | 15 | 0 | 0 | -1 | 8
O=c1cc(-c2ccccc2)nc2nc(SCc3ccccc3)[nH]n12 | -1 | 16 | 8 | 3 | -17 | 11 | -3 | 1
CCCc1nnc(SCC(=O)O)n1/N=C/c1ccc2c(c1)OCO2 | -6 | 14 | -3 | 13 | ? | -4 | 4 | -10

(cont.)
SMILES | CXCR6 block | ATG4B inhibitor | APJ ag | APJ antag | UBC13 polyUb | Gli-Sufu block | EBI2 block | CCR6 antagonist
Cc1c(C(Nc2ccccn2)c2ccc(Cl)cc2)c(=O)n(-c2ccccc2)n1C (centres undefined) | 0 | -12 | -2 | 4 | -6 | 2 | -3 | 9
CN1C(=O)NC(c2cccc(F)c2)C2=C1CC(C)(C)CC2=O (centres undefined) | -2 | 2 | -1 | 1 | -1 | 5 | 0 | -2
CCc1nc(SCC(=O)Nc2ccc(N(CC)CC)cc2)n[nH]1 | 2 | -2 | . | . | . | 5 | -5 | 0
O=C(O)C1CC(C(=O)O)SS1 (centres undefined) | -2 | 6 | . | . | . | -19 | -5 | -4
COc1cccc(NS(=O)(=O)c2cc3c4c(c2)CCC(=O)N4CCC3)c1 | -4 | 8 | 13 | 6 | 0 | 16 | -8 | 9
COc1cc(C(=O)NC(=S)Nc2ccc([N+](=O)[O-])cc2C)cc(OC)c1OC | 20 | -18 | -5 | 43* | 12 | 2 | -4 | 44
O=C(NNC(=O)c1ccncc1)NC1CCCCC1 | -5 | 4 | -2 | 5 | -6 | -3 | -4 | -2
c1cncc(C2Nc3ccccc3-c3nc4ccccc4n32)c1 (centres undefined) | -5 | -22 | 6 | -14 | 9 | -26 | 21 | 5
O=C(c1ccc(N2CCN(C(=O)c3ccccc3Br)CC2)cc1)c1cccc(F)c1 | -10 | 0 | 7 | -9 | 42 | 18 | 5 | 5
CCOc1ccc(N2CC(C(=O)Nc3ccccc3F)CC2=O)cc1 (centres undefined) | -9 | -17 | 9 | -5 | -2 | 5 | 16 | 2
COC(=O)c1cccc(C(=O)Oc2cccc(Br)c2)n1 | 6 | -13 | -1 | -7 | 9 | 4 | 6 | -17
O=C1c2ccccc2C(=O)N1CCC#Cc1ccc2cc(CCO)oc(=O)c2c1 | -7 | -6 | 4 | 0 | 32 | -15 | -3 | 1
O=c1[nH]c(SCc2ccccc2Cl)nc2[nH]ncc12 | -11 | 1 | -3 | 6 | 2 | -17 | 3 | 21
CC1CN(C(=O)c2cc3cc(Cl)ccc3[nH]2)CC(C)O1 (centres undefined) | -18 | 5 | -3 | -5 | -2 | 3 | 11 | 4
CC(Nc1ccc(Br)cn1)c1cc(Cl)ccc1O (centres undefined) | -19 | -10 | . | . | . | 7 | -4 | 29
Cc1ccc2nc(-c3ccccn3)cc(C(=O)NCCc3ccc(F)cc3)c2c1 | 3 | 6 | 2 | 14 | 12 | -3 | -5 | 10
COC(=O)c1c(NC(=O)c2ccc([N+](=O)[O-])o2)sc2c1CCN(C(C)C)C2 | -9 | -7 | 10 | -93 | -49 | 28 | -6 | 21
CC(OC(=O)c1ccc(Cl)c([N+](=O)[O-])c1)C(=O)N1CCN(Cc2ccccc2)CC1 (centres undefined) | -20 | -7 | -2 | -4 | 11 | 5 | 15 | 4
Cn1c(CO)c(-c2ccccc2)c2cc([N+](=O)[O-])ccc21 | 11 | -17 | -3 | 9 | -1 | -2 | 20 | 0
CC(NC(=O)c1ccccc1Cl)C1COc2ccccc2O1 (centres undefined) | 6 | 4 | -1 | -3 | 5 | -26 | 6 | -3
O=C(NCC(c1ccco1)N1CCN(c2ccccc2)CC1)c1cccs1 (centres undefined) | -4 | -2 | 1 | 10 | 1 | 0 | -3 | 14
COc1ccccc1CNN | 5 | -12 | -1 | 7 | 1 | -4 | -4 | 0
O=C(O)C1CSC(c2coc3ccccc3c2=O)N1 (centres undefined) | -6 | 1 | -2 | -13 | -9 | -1 | 0 | -1
CCOc1ccc(N=C(C)c2ccccc2O)cc1 | -1 | 12 | 0 | -7 | -15 | 2 | -8 | -2
Cc1cccc(-c2nc(Nc3ccc(O)cc3)c3ccccc3n2)c1 | -13 | -13 | 3 | 4 | 6 | 0 | -24 | -4
O=C(OCC(=O)C12CC3CC(CC(C3)C1)C2)c1cccnc1Cl | 2 | 1 | -1 | 7 | 0 | 4 | -22 | -17
CCOc1ccc(-n2cc(C(=O)Nc3cccc(Cl)c3)c3cc(OC)c(OC)cc3c2=O)cc1 | -3 | -11 | -6 | 8 | 10 | 9 | -5 | -2
CCOc1cc(C(=O)Nc2cc(C)ccn2)cc(OCC)c1OCC | -8 | -1 | -1 | 17 | -3 | -1 | 9 | 4
CCOC(=O)C(C)Sc1nc(=O)n2ccccc2n1 (centres undefined) | -4 | -3 | -2 | 6 | 1 | 2 | -3 | -22
Cc1nc2cc(-n3ccc(=O)cc3)ccc2n1-c1ccccc1 | 0 | 5 | -5 | 0 | -9 | -1 | 2 | 4
Cc1cc(NC(=O)CCN2CCC(C(N)=O)CC2)ccc1Br | -7 | -3 | -19 | -4 | 6 | 8 | -1 | 8
CCN(CC)S(=O)(=O)c1ccc(C(=O)NNC(=O)C2CCN(S(=O)(=O)c3ccc(Cl)cc3)CC2)cc1 | 8 | -4 | -2 | -10 | 78* | -1 | -6 | 18
COc1ccc(CC(=O)NNS(=O)(=O)c2cccc([N+](=O)[O-])c2)cc1OC | 2 | -3 | 1 | 8 | 7 | -2 | -5 | 9
O=C(Cc1cccs1)N=Nc1c(O)[nH]c2ccc(Br)cc12 | -6 | -9 | -5 | 9 | 6 | 15 | 3 | 20
CCCCOc1ccc(C(=O)N/N=C/c2ccc(OCCN3CCCCC3)c(OC)c2)cc1 | 1 | 2 | 11 | -1 | 18 | 4 | -9 | 16
